# Screening data: PubChem BioAssay, several laboratories
# P. falciparum M1AAP: malaria alanyl aminopeptidase activity blockers – biochemical, fluorogenic H-Leu-NHMec substrate, 1536-well (AID 1445); 220,000 tested, 0.42% active; recombinant M1AAP, H-Leu-NHMec fluorogenic kinetic assay; higher % means a stronger effect; inhibition, % at 30 µM; hits with a dose series show IC50 in µM;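 active = primary inhibition above the hit cutoff, then over 50% inhibition at one or more dose response concentrations, cut at about 23% in these data, passing the limit was not always enough; inconclusive = conflicting primary data, or primary hits not chosen for dose response; inactive = low primary inhibition, or under 50% at every dose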;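 note: plate controls were DMSO full reaction for no effect and no enzyme background for full effect; strong numbers were not always called active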
# Autophagy mod: alters autophagy in cells; 190,000 tested, 0.98% active; calls only at 10 µM (by protocol); MEF GFP-LC3 puncta imaging; test concentration mostly 10 µM;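 active = percentage of spot-positive cells more than 3 SD above its plate mean, without a fluorescence outlier flag or 80% toxicity; inconclusive = no clear call, values can overlap the other calls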;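 note: spot-positive cell cutoff set from DMSO-treated cells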
# MT stabilizer: microtubule stabilization, imaging screen; HeLa tubulin immunostaining HCS, 24 h; share of cells brighter than vehicle mean+2SD; % tubulin-high responders, % at 10 µM; 200,000 tested, 0.83% active;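 active = plate Z-score above 3 for both tubulin-high and condensed-nucleus cell shares, with cell loss under 80%, at 10 µM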;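 note: anti alpha tubulin signal scored within the nucleus-defined area of each cell; some results filed as inactive read as strong as hits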
# Yfh1-depleted yeast: mitochondrial function rescue without frataxin homolog – Friedreich's ataxia, plus single-dose screen, dose response (AID 1465); one-dose fold induction at 50 µM; EC50 in µM for titrated hits; S. cerevisiae Yfh1-off respiration, WST-1 reduction, 72 h; higher fold induction means a stronger effect; 220,000 tested, 0.074% active;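 active = fold induction of absorbance versus untreated yeast above a set limit, then at least 30% activation at any dose in follow-up; inconclusive = repeats straddling the limit, or above it without dose testing; inactive = fold induction below the set limit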;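 note: activators that raise dye reduction in frataxin-depleted yeast; strong numbers were not always called active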
# M17LAP inhibition: P. falciparum M17LAP inhibitors, primary screen, biochemical, fluorogenic H-Leu-NHMec substrate, 1536-well (AID 1619); recombinant M17LAP, H-Leu-NHMec fluorogenic kinetic assay; higher % means a stronger effect; inhibition, % at 30 µM, or IC50 in µM where a hit was titrated; 220,000 tested, 0.38% active;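 active = compound inhibiting the enzyme by more than half at any dose during confirmatory dose-response retesting; inconclusive = strong single-dose inhibitors picked by rank but not retested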;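 note: plate controls were full reaction with DMSO carrier for no effect and no enzyme background for full effect; strong numbers were not always called active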
# CSM14.1 death rescue: protection against thapsigargin-triggered cell killing – 384-well, CSM14.1, ATP luminescence, primary screen (AID 1222). CSM14.1 thapsigargin-induced death rescue, ATP luminescence; higher % means a stronger effect. cellular ATP content (survival), % at 20 µM; hits with a dose series show EC50 in µM. 190,000 tested, under 10 active;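 active = EC50 below 50 µM in the dose-response confirmation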;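 note: death triggered by thapsigargin at about 15 µM added after 2 h compound pretreatment; cell ATP read after overnight thapsigargin exposure of roughly 18 to 22 hours; normalized against plate controls of thapsigargin alone and 5% DMSO vehicle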
# Ins promoter up: MIN6 insulin promoter up-regulation; 190,000 tested, 0.3% active; MIN6 insulin promoter-GFP reporter, high-content imaging; stronger effect = higher value; z-score at 5 µM; AID 1625;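 active = z-score above 3 at 5 µM with at least 500 cells counted in the well; inconclusive = wells under 500 cells, flagged as cytotoxic or low count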
# Dynein cargo inh: dynein cargo transport inhibition. 220,000 tested, 0.47% active. AID 1381. z-score, hits read low. 3617.4 mouse cells, GR-EGFP nuclear translocation imaging; test concentration mostly 20 µM; stimulated with dexamethasone, 1 µM; stronger effect = lower value;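 active = plate z-score of nuclear minus cytoplasmic receptor signal below a set negative limit, without overly bright fluorescence or cell loss, cut at about -3.5 in these data, passing the limit was not always enough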;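 note: z-score of nuclear minus cytoplasmic ring GR-EGFP intensity difference per well; some compounds called inactive have numbers as strong as hits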
#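 Also added – dexamethasone, 1.0 µM final · Buffer or medium – tet-free, stripped-serum medium · Schedule – induction 48 h, compound 1 h, agonist 30 min · Detection – formaldehyde fixation, Hoechst nuclear stain, 10x automated fluorescence imaging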
# Hep lipid drop: modulators of hepatic lipid droplet formation | AML12 mouse hepatocytes, oleate lipid droplets, BODIPY imaging | inhibition, % at 6.5 µM | 240,000 tested, 0.4% active | AID 1656;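 active = lipid droplet intensity inhibited by at least 50%, with more than 500 cells counted; inconclusive = wells with under 300 cells, treated as cytotoxic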
#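 Test system: AML12 mouse liver cells; schedule: overnight exposure; technique: high-content imaging of BODIPY-stained droplets and DAPI nuclei; read-out: % inhibition of corrected integrated BODIPY droplet signal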
# Dynein cargo inh cytoplasmic EGFP: recorded beside Dynein cargo inh, whose call it bears; z-score; measured here: cytoplasmic GR-EGFP intensity; stronger effect = higher value
# Dynein cargo inh nuclear GR-EGFP: recorded beside Dynein cargo inh, whose call it bears; z-score; measured here: nuclear GR-EGFP intensity;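 lower value marks the stronger effect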
# Dynein cargo inh cell count: recorded beside Dynein cargo inh, whose call it bears; z-score; measured here: cell count per field
# Ins promoter up cell count: also measured in Ins promoter up; calls as there; cell count; measured here: cytotoxicity, nuclei count;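 total cells summed across four imaged fields per well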
# Hep lipid drop cells 6.5 µM: recorded beside Hep lipid drop, whose call it bears; cell count; measured here: cell count, cytotoxicity flag;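 cells counted across two imaged fields per well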
# MT stabilizer Hoechst-high %: recorded beside MT stabilizer, whose call it bears; % Hoechst-high responders; measured here: nuclear condensation Hoechst responders;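 share of cells brighter than vehicle mean plus two SD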
# MT stabilizer cytotoxicity %: also measured in MT stabilizer; calls as there; toxicity, %; measured here: cytotoxicity by cell density;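 0% = mean cell density of plate MIN control wells and 100% = no cells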
# Autophagy mod cell loss 18 h: second read-out of Autophagy mod, no call of its own (marks repeat the call); toxicity, %; measured here: cell loss, nuclei count;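 cell loss after 18 h compound exposure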
# The depositor's hits bear a star; i = inactive; ? = inconclusive; nt = not tested or not shown.
SMILES,P. falciparum M1AAP,Autophagy mod,Autophagy mod cell loss 18 h,MT stabilizer,MT stabilizer Hoechst-high %,MT stabilizer cytotoxicity %,Yfh1-depleted yeast,M17LAP inhibition,CSM14.1 death rescue,Ins promoter up,Ins promoter up cell count,Dynein cargo inh,Dynein cargo inh cytoplasmic EGFP,Dynein cargo inh nuclear GR-EGFP,Dynein cargo inh cell count,Hep lipid drop,Hep lipid drop cells 6.5 µM
O=C1OCCC1Sc1nnc(-c2cccnc2)n1-c1ccccc1F (centres undefined),2%,i,18,0.6,1.5,3.2,i,1%,0.3%,-0.8,1293,0.62,-0.19,-0.086,-0.2,10,687
O=S(=O)(c1ccc(Cl)cc1)N1CCN=C1SCc1ccc(Cl)c(Cl)c1,4%,i,12,3.5,1.2,5.2,i,8%,-3.1%,-0.45,2303,2.9,0.068,1.8,-1.6,-22,507
CCOC(=O)COc1ccc2c(=O)c(-c3ccc(OC)c(OC)c3)c(C(=O)OCC)oc2c1,8%,nt,nt,nt,nt,nt,i,2%,nt,0.13,1422,-1,-0.24,-0.66,0.57,0,687
COc1cccc(C2CC(C(F)(F)F)n3ncc(C(=O)NCc4ccco4)c3N2)c1 (centres undefined),4%,i,-2,4.4,2.3,11,i,3%,-1.4%,1.2,1318,1.1,-0.26,0.36,0.078,3,720
CCN(CC)S(=O)(=O)c1ccc(Nc2nc3ccccc3n3nnnc23)cc1,4%,i,-8,4.9,2.4,17,i,-12%,0.6%,0.04,1262,-0.49,-0.055,0.19,0.65,-1,744
COc1cccc(NC(=O)Nc2cc(C)ccc2OC)c1,-3%,i,19,2.5,2.0,0.3,i,2%,-1.8%,-0.45,1405,-0.33,-0.32,0.03,0.56,23,705
Cc1ccc(N/N=C2\CC(=O)c3ccccc32)cc1Cl,8%,i,0,6.3,17,21,i,2%,-1.5%,1.1,1196,-0.76,-0.09,-0.23,0.65,0,631
c1ccc(Oc2ncnc3oc(-c4ccccc4)cc23)cc1,3%,i,0,2.1,1.9,5.2,i,-6%,2.5%,nt,nt,-0.7,-0.2,-0.89,-0.34,nt,nt
Cc1cccc(CSc2nnc([C@@H]3CCCN3C(=O)OC(C)(C)C)o2)c1,2%,nt,nt,nt,nt,nt,i,8%,nt,0.34,1095,-0.39,-0.26,0.38,0.27,-12,704
CSCCC(NC(=O)c1cc(CC(C)C)oc1C)C(=O)O (centres undefined),1%,i,-18,1.7,2.4,11,nt,19%,-1.6%,-0.42,1364,-0.2,-0.21,-0.038,0.64,nt,nt
CCn1ncc(CNC(=O)C2(C)CC2(Br)Br)c1C (centres undefined),-2%,i,-5,2.2,2.8,6.5,i,9%,7.3%,-0.15,1415,0.77,-0.2,-0.066,-1.2,8,678
C=CCNC(=O)Cc1c(OC)ccc2cc(Br)ccc12,2%,i,4,7.8,1.5,10,i,-5%,-1.6%,0.04,1497,-0.5,-0.25,-0.24,0.94,4,750
Cc1cc(C)cc(NC(=O)CCC(=O)Nc2cc(C)on2)c1,0%,i,-5,3.2,1.5,5.5,i,3%,0.0%,-0.08,1250,-0.93,-0.19,-0.43,-0.57,75*,771*
CC(=O)OCCn1c(C)[n+](CCOC(C)=O)c2cc(Cl)c(Cl)cc21,11%,i,-5,1.4,1.1,0.9,i,8%,0.3%,0.36,1212,-1.6,-0.3,-0.79,0.18,5,691
COCCn1c(SCC(=O)Nc2ccc(OC)c(S(N)(=O)=O)c2)nc2ccccc21,2%,nt,nt,nt,nt,nt,i,0%,nt,-0.6,1002,0.19,-0.24,0.0015,-0.45,-11,688
O=C(Nc1ccc(Br)cn1)c1cccc2c1-c1ccccc1C2=O,5%,i,22,36*,41*,53*,i,0%,0.7%,nt,nt,1.4,-0.17,1.7,-2.5,-2,723
Cc1nn2c(nc(N3CCCCC3)c3ccccc32)c1C=O,14%,i,-2,2.6,2.9,4.6,i,-11%,-0.7%,-0.81,1147,0.8,-0.38,0.77,0.73,7,637
Cc1ccc2nc(-c3ccccn3)oc2c1,1%,i,-2,2.1,1.6,6.9,i,-13%,-7.6%,0.3,1254,-0.11,-0.23,-0.24,0.43,nt,nt
Cc1ccccc1NC(=S)N(C)Cc1cn(C)c2ccccc12,1%,i,-11,4.8,2.6,8.8,i,-6%,-2.5%,-0.02,1353,-0.92,-0.2,-0.68,0.53,5,676
COC(=O)[C@@]1(Cc2ccc(OC)cc2)[C@H]2c3cc(C(=O)N(C)C)n(Cc4ccc(OC(F)(F)F)cc4)c3C[C@H]2CN1C(=O)c1ccccc1,3%,i,8,5.2,3.3,5.0,i,3%,6.9%,-0.78,1028,0.013,0.2,0.36,0.4,-8,696
CC(C)CNC(=O)COC(=O)c1ccccc1SCC(=O)NCC(C)C,3%,i,5,2.2,2.3,2.7,i,2%,-0.4%,-0.58,1289,-0.9,0.03,-0.47,0.37,0,620
COc1cccc(Nc2nc(N)nc(C(F)(F)F)n2)c1,-7%,i,-13,9.6,6.8,5.1,i,10%,1.9%,-0.21,1418,0.037,-0.23,0.43,-0.17,nt,nt
O=C(O)CCCn1cc(NC(=O)COc2ccc([N+](=O)[O-])cc2)cn1,10%,i,22,3.2,1.7,2.6,i,8%,-2.5%,-0.07,1308,-0.21,-0.29,0.012,-0.33,-1,743
CCC(O)CNc1nc(SC)nc2sc3c(c12)CCN(C)C3 (centres undefined),14%,i,8,2.8,2.9,2.4,i,-150%,2.8%,nt,nt,-0.78,-0.38,-0.31,0.82,-1,728
CC(C)C(NC(=O)OCc1ccccc1)C(=O)OCC(=O)NC1CC1 (centres undefined),5%,i,-4,2.6,2.7,5.0,i,-3%,-9.2%,0.56,1361,1.7,-0.24,0.91,-1.9,12,724
O=C(CCN1C(=O)C2CC=C(Cl)CC2C1=O)NCc1ccco1 (centres undefined),3%,i,-7,2.5,1.8,3.5,nt,10%,0.5%,0.79,1260,0.9,-0.13,0.66,-0.67,-16,699
O=C(CSCC(=O)N1CCCCC1)OCC(=O)c1c[nH]c2ccccc12,4%,i,-4,6.0,3.8,3.6,i,19%,-0.7%,0.47,1077,-0.81,-0.2,-0.27,-0.18,-4,769
Cc1csc(=O)n1CCC(=O)O,9%,i,-1,7.1,2.9,6.2,i,4%,-0.1%,1.6,1241,-0.56,-0.11,-0.069,0.54,nt,nt
Cc1ccc2nc(/C=C/c3cccc(F)c3)ccc2c1,5%,i,-9,3.8,3.7,5.9,i,12%,1.2%,0.08,1400,-0.43,-0.19,-0.52,1.2,-2,633
CC(C)CC(NC(=O)COc1ccccc1)C(=O)O (centres undefined),-2%,i,-13,3.7,2.8,4.3,nt,9%,-0.8%,0.1,1468,-0.0067,-0.32,0.078,-0.3,nt,nt
Cc1cc(C(=O)CSc2nnc3ccccn23)c(C)n1-c1ccccc1,4%,i,0,3.2,2.8,13,i,6%,-5.0%,0.08,1326,1.9,-0.21,0.99,-1.4,-15,593
CCN(CC(=O)NCCc1ccc(F)cc1)Cc1nc2ccccc2c(=O)[nH]1,nt,nt,nt,nt,nt,nt,i,nt,nt,-0.06,1059,0.084,-0.7,-0.15,-0.73,-10,668
COc1ccc(CNC(=O)CCSCc2ccccc2Cl)c(OC)c1,0%,i,-7,4.4,3.0,6.9,i,2%,2.2%,0.55,1571,-0.37,-0.19,-0.22,4.5,-18,513
O=C(NCc1ccc(OC(F)(F)F)cc1)C12CN(Cc3ccccc3)CC1C(c1cccc([N+](=O)[O-])c1)=NO2 (centres undefined),-1%,i,13,1.7,1.9,11,i,-8%,-0.5%,nt,nt,-0.36,-0.15,0.19,-0.17,-28,686
COc1ccc(Nc2nc(Nc3ccc(OC)cc3)nc(SC3=NCCS3)n2)cc1,10%,i,-3,0.9,2.0,15,?,3%,-0.4%,nt,nt,-0.68,-0.24,-0.53,0.69,4,806
COc1cccc(-c2ccc(C#N)c(=O)[nH]2)c1,9%,i,6,3.7,2.0,4.2,i,-8%,nt,-0.87,1217,-0.089,-0.25,-0.04,0.26,10,696
O=C(NCc1ccc(C(F)(F)F)cc1)C1CC(c2cccc(F)c2)=NO1 (centres undefined),-5%,nt,nt,nt,nt,nt,i,-2%,nt,0.61,744,-0.34,-0.71,-0.072,0.034,nt,nt
COc1ccc(N(CC(=O)NCc2ccco2)S(C)(=O)=O)cc1OC,1%,i,1,1.1,1.6,7.9,i,-6%,0.5%,-0.1,919,-0.14,-0.23,-0.17,0.12,6,771
Cc1nc2ccccc2[nH]c1=O,2%,nt,nt,nt,nt,nt,i,-6%,nt,nt,nt,0.54,-0.29,0.32,0.28,7,636
Cc1cccc(C(=O)O/N=C2\CCCc3ccccc32)c1,3%,i,-1,1.7,0.9,2.6,i,2%,-2.3%,-0.29,1574,-0.51,-0.21,-0.34,0.56,nt,nt
